# Screening data from PubChem.
# KCNK9 block – KCNK9 potassium channel inhibitors, primary screen, HEK293 cells, thallium flux; Potassium channel subfamily K member 9 (Homo sapiens), Q9NPC2; FluxOR thallium flux fluorescence; active compounds read low; B-score at 10 µM; 1.2% of 310,000 active;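 active means ratio B-score over 3 SD below the library mean, with starting fluorescence within 5 SD of its mean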;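 further: negative B-score means less thallium flux so channel inhibition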
# Target sequence (Q9NPC2 whole entry, looked up): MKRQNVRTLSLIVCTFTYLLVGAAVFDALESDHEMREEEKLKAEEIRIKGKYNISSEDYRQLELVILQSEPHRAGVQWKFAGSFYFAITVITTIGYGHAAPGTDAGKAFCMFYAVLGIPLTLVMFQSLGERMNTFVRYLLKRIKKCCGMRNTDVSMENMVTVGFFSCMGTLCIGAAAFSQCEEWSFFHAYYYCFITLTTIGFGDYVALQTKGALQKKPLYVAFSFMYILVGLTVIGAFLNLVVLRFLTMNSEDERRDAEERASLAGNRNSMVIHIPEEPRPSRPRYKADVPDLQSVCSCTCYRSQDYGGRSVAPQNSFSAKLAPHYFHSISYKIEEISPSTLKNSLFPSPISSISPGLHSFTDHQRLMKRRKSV
# GSK3 alpha inh – blockers of GSK3A enzyme activity – biochemical, luminescence, cell-free homogeneous, HTS, primary screen | GSK-3 alpha kinase, ADP-Glo luminescence, 60 min | AID 2650, 2010 | inhibition, % at 10 µM | Glycogen synthase kinase-3 alpha (Homo sapiens), P49840 | 0.1% of 320,000 active;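 in the data active means inhibition above about 50%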;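 further: GST-tagged GSK-3 alpha with peptide substrate and 25 µM ATP; 0% = DMSO neutral wells and 100% = GW8510 positive control wells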
# Target sequence (P49840 whole entry, looked up): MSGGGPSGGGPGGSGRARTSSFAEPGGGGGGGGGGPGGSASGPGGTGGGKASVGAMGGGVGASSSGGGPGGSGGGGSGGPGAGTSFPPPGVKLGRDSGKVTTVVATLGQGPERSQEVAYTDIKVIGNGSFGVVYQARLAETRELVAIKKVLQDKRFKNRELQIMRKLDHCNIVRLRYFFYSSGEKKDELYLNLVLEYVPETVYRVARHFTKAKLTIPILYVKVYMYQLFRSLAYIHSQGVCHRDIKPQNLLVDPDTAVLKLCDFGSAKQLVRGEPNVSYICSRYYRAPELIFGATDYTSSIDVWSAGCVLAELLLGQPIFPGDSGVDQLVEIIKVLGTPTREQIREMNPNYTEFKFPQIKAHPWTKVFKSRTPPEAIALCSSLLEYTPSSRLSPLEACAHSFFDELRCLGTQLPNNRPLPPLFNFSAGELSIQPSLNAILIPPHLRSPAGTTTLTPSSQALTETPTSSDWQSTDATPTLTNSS
# GSK3B inh – human GSK3beta kinase inhibitors, primary screen, biochemical, cell-free homogeneous, HTS; Glycogen synthase kinase-3 beta (Homo sapiens), P49841; activity score (negative = inhibition), % at 10 µM; GST-GSK3beta kinase, ADP-Glo luminescence, 60 min; active compounds read low; 0.038% of 300,000 active;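 active means more than half of replicate wells score below -50%, meaning over 50% inhibition versus plate controls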;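 further: 0% = median DMSO wells and -100% = median GW8510 positive control wells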
#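 Test system – GST-tagged human GSK3beta kinase, cell-free · Incubation – 60 min enzyme reaction, room temperature · Signal – ADP-Glo luminescence · Also added – peptide substrate and ATP at 25 µM · Controls – DMSO neutral wells and GW8510 at 20 µM as positive · Buffer or medium – Tris/MgCl2 kinase buffer · Measure – Luminescence-derived activity versus plate DMSO and GW8510 wells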
# hERG protect – hERG rescue from dofetilide block, primary screen, cell-based, CHO-hERG, FluxOR thallium flux, dofetilide IC70; activation (rescue from dofetilide block), less the hit threshold, % at 10 µM; Voltage-gated inwardly rectifying potassium channel KCNH2 (Homo sapiens), Q12809; AID 1511, 2009; 0.51% of 310,000 active; dofetilide IC70 present;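 active means activation above the mean of controls blocked by dofetilide plus 5 SD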;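 further: thallium influx through hERG after potassium depolarization seen as dye fluorescence rise; in these data hits start at about 4.7%; inactives centre near -7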
# KCNQ1 inh – inhibitors of human KCNQ1 channel, primary screen, cell-based, thallium flux, high-throughput; Potassium voltage-gated channel subfamily KQT member 1 (Homo sapiens), P51787; CHO-K1 KCNQ1, FluxOR thallium flux fluorescence; active compounds read high; B-score at 10 µM; 1.3% of 310,000 active; AID 2642, 2010;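 active means compounds whose thallium flux B-score, printed positive for inhibition, exceeds three library SD while starting fluorescence stays within three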;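 further: channel opened by potassium depolarization with thallium stimulus after 20 min compound exposure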
# DYRK1A inh – rat Dyrk1A kinase inhibitors, primary screen, biochemical, single point, plate reader; ADP-Glo luminescence, NFATc1 peptide; inhibition, % at 12.5 µM; 0.43% of 310,000 active; AID 504441, 2011; in the data active means inhibition above about 50%;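 further: plate controls were vehicle with enzyme for no effect and no enzyme for full effect; many of its hits are not listed in these tables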
# KCNQ1 act – potentiators or activators of KCNQ1 channel, primary screen, cell-based, thallium flux, high-throughput; Potassium voltage-gated channel subfamily KQT member 1 (Homo sapiens), P51787; CHO-K1 KCNQ1, thallium flux FluxOR fluorescence; active compounds read high; B-score at 10 µM; 0.35% of 310,000 active; AID 2648, 2010;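 active means fluorescence ratio B-score, a plate-corrected score, at least three library SD, with initial intensity B-score within 5 SD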
#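 Assay system: stable KCNQ1 CHO-K1 line; medium: assay buffer, equal DMSO in all wells; timing: 90 min dye loading and 20 min compound exposure, both at room temperature; technique: kinetic FluxOR thallium fluorescence, 10-s 1-Hz baseline, 110-s post-stimulus read; read-out basis: B score of baseline-normalized fluorescence ratio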
# KCNK3 inh – human KCNK3 channel inhibitors, primary screen, CHO cells, FluxOR thallium flux, B-score; 0.84% of 340,000 active; B-score at 10 µM; AID 602410, 2012; FluxOR fluorescence; active compounds read low;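 active means B-score under library mean minus 4 SD, starting fluorescence ratio at most library mean plus 5 SD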;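 further: more negative B-score means stronger inhibition of thallium flux through KCNK3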
# PolyA inhibitor – polyadenylation inhibitors in yeast reporter cells, primary screen, luminescence, S. cerevisiae; S. cerevisiae SKY197-pL101 polyadenylation reporter, beta-gal luminescence; efflux-impaired pdr1/pdr3 knockout yeast; score 100 = 6 SD above DMSO; calls only at 12 µM; 0.02% of 300,000 active; AID 1875, 2009;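 active means lowest replicate activity score at least 50, where 100 means six control SD above control mean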;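 further: yeast exposed to compound for 9 h at 30 °C; higher score means more reporter readthrough which indicates perturbed polyadenylation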
# HDAC3 inh – HDAC3 deacetylase inhibitors, primary screen, biochemical, fluorescence, cell-free homogeneous. Histone deacetylase 3 (Homo sapiens), O15379. recombinant HDAC3, fluorogenic peptide/trypsin coupled. inhibition, % at 8.3 µM. 0.15% of 320,000 active; in the data active means inhibition above about 26%, passing the limit was not always enough
# RGS4 pot – RGS4 potentiators or activators, primary screen, cell-based, HEK293 M3R inducible RGS4, calcium flux | carbachol calcium flux Fluo4; active compounds read low | B-score at 10 µM | 0.92% of 310,000 active;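 active means B-score of the integrated calcium signal more than 4 SD below the library mean, with starting fluorescence not abnormally high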;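 further: negative B-score means reduced calcium response which marks RGS4 activation or potentiation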
#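 test system = M3R-expressing HEK293 line, RGS4 induced by doxycycline | probe or stimulus = carbachol at ECmax as muscarinic agonist stimulus | timing = dye loading 30 min 37 °C, buffer rest 30 min RT | signal = calcium dye Fluo4 fluorescence | evaluation = B score from integrated fluorescence ratio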
# * marks the source's active call; other numbers are inactive results; i = inactive; x = no result given. Not all compounds are listed; the hit share may differ from the screen's.
mol	DYRK1A inh	hERG protect	HDAC3 inh	PolyA inhibitor	RGS4 pot	KCNQ1 act	KCNK9 block	GSK3 alpha inh	KCNQ1 inh	KCNK3 inh	GSK3B inh
COc1ccccc1CNS(=O)(=O)c1ccc2c(c1)NC(=O)CS2	-6	-8	-2	i	i	i	i	-3	i	i	1
O=C(CSc1ccc(-c2cccs2)nn1)NCc1ccccc1Cl	x	-6	x	i	i	i	i	x	i	x	4
Cc1ccc(S(=O)(=O)N2CCN(C(=O)CN3C(=O)c4ccc([N+](=O)[O-])cc4C3=O)CC2)c(C)c1	9	-11	-4	i	i	i	i	-1	i	i	1
CN(CC/C=C1/c2ccccc2CSc2ccccc21)CCCO	-1	-7	2	i	-9.5*	i	i	2	i	i	-3
CCCCOC(=O)C1=C(C)NC2=C(C(=O)CCC2)C1c1cc(OC)ccc1OC (stereo unspecified)	5	-9	0	i	i	i	i	-1	i	i	-3
C=CCNC(=O)c1onc(CSc2ccc(C)c(C)c2)c1C(=O)O	-1	-11	-4	i	i	i	i	-6	i	i	4
Cc1cnccc1CN(C)Cc1nc(Cc2ccccc2Cl)no1	4	-15	2	i	i	i	i	-3	i	i	-2
CCc1nnc(NC(=O)COC(=O)CN2C(=O)c3ccccc3C2=O)s1	5	-4	2	i	i	i	i	-3	i	i	-1
CCc1sc(N(C(=O)Cc2ccccc2)c2ccccc2F)nc1-c1ccc(C)cc1	6	-2	8	i	i	i	i	-5	i	i	-2
Cc1ccccc1CN(C)Cc1cc(=O)oc2c(C)c(C)ccc12	7	-21	-3	i	i	i	i	-3	9*	-11*	-2
CC1CCc2nn(CC(=O)NCCCN3CCCCC3)cc2C1 (stereo unspecified)	12	-6	-2	i	i	i	i	0	i	i	-3
O=C(O)c1ccccc1C(=O)NC1CCCCNC1=O (stereo unspecified)	x	-8	-13	i	i	i	i	1	i	i	-3
COc1ccc(OC)c(S(=O)(=O)N2CCC(C(=O)Nc3ccccc3)CC2)c1	-2	-10	-7	i	i	i	i	0	i	i	-14
CCN=C1NN=C(c2c[nH]c3ccccc23)CS1	6	-9	2	i	i	i	i	-3	i	i	-3
Cc1cc(O)c(C(C)C)cc1N=C1CSC(=O)N1	5	-11	-2	i	i	i	i	-20	i	i	3
CCn1cc(/C=C/C(=O)Nc2ccc(C)cc2Br)cn1	5	-8	2	i	i	i	i	-2	i	i	2
CC(C)(C)C1CCc2c(sc3nc(SCC(=O)O)nc(N)c23)C1 (stereo unspecified)	2	-23	5	i	i	i	i	-2	i	i	3
COC(=O)NNC(=O)C12CC3CC(CC(C3)C1)C2	1	-6	0	i	i	i	i	-1	i	i	-1
CCN(c1ccccc1)S(=O)(=O)c1cc(NC(=O)Nc2ccccc2C#N)ccc1Cl	-2	-7	1	i	i	i	i	2	i	i	-28
COc1cc(C(=O)NCCC(=O)NC2CCCCC2)cc(OC)c1OC	-1	0	5	i	i	i	i	-1	i	i	4
Cc1cccc(C)c1NC(=O)CSc1nnc([C@@H]2CCCN2C(=O)OC(C)(C)C)o1	-5	-17	-1	i	i	i	i	-1	i	i	1
CC(=O)Nc1cc2c3c(c1)CCN3C(=O)CC2	3	-4	-2	i	i	i	i	-2	i	i	-6
COc1ccc(N2C(=O)CSC23C(=O)N(CC(=O)NC2CCCC2)c2ccccc23)cc1 (stereo unspecified)	-2	-3	1	i	i	i	i	-1	i	i	3
CC1(C)CC(=NO)CC(C)(C)N1	x	-5	-1	i	i	i	i	0	i	i	-1
Cc1ccc(C)c(NC(=S)NNC(=O)c2csc3c2CCC(C)C3)c1 (stereo unspecified)	0	6.8*	0	i	i	19*	i	0	i	i	-3
O=C(Nc1cccnc1)c1ccc(N2CCOCC2)c([N+](=O)[O-])c1	2	-8	10	i	i	i	i	6	i	i	5
O=C1CSC(=S)N1c1cccc(Br)c1	0	-9	4	i	i	i	i	2	i	i	-2
CCCc1cc(=O)oc2cc(OCC(=O)NCCc3c[nH]c4ccc(OC)cc34)ccc12	3	-14	6	i	i	i	i	0	i	i	-3
Cc1ccccc1-n1c(O)cc(=O)[nH]c1=S	-4	-9	-3	i	i	i	i	-3	i	i	1
CCOC(=O)CN1C(=N)N(c2nc(NC(C)C)nc(NC(C)C)n2)CC1=O	5	3	0	i	i	i	i	-1	i	i	2
O=C(N/N=C/c1cc2c(cc1Br)OCO2)C1COc2ccccc2O1 (stereo unspecified)	x	-18	1	i	i	i	i	-2	i	i	1
O=C(CN1CCN(Cc2cccc(F)c2)CC1)Nc1ccccc1F	-2	-1	-2	i	i	i	i	-2	i	i	-1
COCCSc1ccccc1C(=O)NCCc1ccccc1	2	-10	-9	i	i	i	i	-2	i	i	2
COc1ccc(C)cc1NC(=O)c1ccc(NS(=O)(=O)c2cccs2)cc1	6	-8	6	i	i	i	i	-1	i	i	0
Cc1nc2ccccc2c(C)c1CC(=O)OC(C)C(=O)NC1(C#N)CCCCC1 (stereo unspecified)	2	-16	2	i	i	i	i	1	i	i	5
CCOC(=O)C1=C(COc2ccccc2)NC(=O)NC1c1ccc2ccccc2c1 (stereo unspecified)	x	-5	-2	i	i	i	i	-1	i	x	0
O=S(=O)(NCc1cccnc1)c1ccc(Cl)c(Cl)c1	2	-7	3	i	i	i	i	1	i	i	-2
O=C(CSC(=S)N1CCOCC1)Nc1nc(-c2ccccc2)c(-c2ccccc2)o1	2	-8	3	i	i	i	i	-3	i	i	-3
Cc1ccc(N2CC(C(=O)NC3CCC(C)CC3)CC2=O)cc1 (stereo unspecified)	-5	-7	-1	i	i	i	i	0	i	i	2
O=C(CCn1c(=O)sc2ccccc21)NC1=NCCS1	11	-8	5	i	i	i	i	-3	i	i	-3
O=C(Nc1ccc2c(c1)OCO2)[C@@H]1[C@@H]2C(=O)N(C3CCCCC3)C(=O)[C@@H]2C2c3ccccc3C=CN21 (stereo partly specified)	x	-7	-7	i	i	i	i	-2	i	x	-2
CCCN1CC=C2C(C#N)=C(N)C(C#N)(C#N)C(c3cccc(OC)c3OC)C2C1 (stereo unspecified)	1	-18	-2	i	i	i	i	0	8*	i	0
CC(C)COC(=O)N1CC(O)CC1C(=O)O (stereo unspecified)	-1	-10	-6	i	i	i	i	1	i	i	-2
CN1CCN(S(=O)(=O)c2ccc(Br)c3ccccc23)CC1	6	-10	-2	i	i	i	i	0	i	i	-2
O=C(O)CCCSc1nccn1-c1ccccc1	-4	-2	0	i	i	i	i	0	i	i	0
Cc1ccc(CN2CCN(Cc3cccc(OCCO)c3)CC2CCO)o1 (stereo unspecified)	-1	-8	6	i	i	i	i	-3	i	i	-1
CC(=O)NC(C(=O)c1ccccc1)N1CCCCC1 (stereo unspecified)	3	-2	0	i	i	i	i	0	i	i	-4
CC1CCN(C(=S)NC(=O)c2ccccc2Br)CC1	-5	0	1	i	i	i	i	1	i	i	2
COc1ccc(N2CCN(C(=O)c3cn(C)c4ccc(S(=O)(=O)N5CCOCC5)cc4c3=O)CC2)cc1	-6	-6	-7	i	i	i	i	-1	i	i	0
CC1CC1C(=O)Nc1nc(-c2ccc(Cl)s2)cs1 (stereo unspecified)	12	-24	-10	i	i	i	i	0	i	i	6

# The listing continues:
mol	DYRK1A inh	hERG protect	HDAC3 inh	PolyA inhibitor	RGS4 pot	KCNQ1 act	KCNK9 block	GSK3 alpha inh	KCNQ1 inh	KCNK3 inh	GSK3B inh
Oc1ccccc1-c1nnc2n1CCCCC2	-5	-7	-4	i	i	i	i	-3	i	i	1
O=C(Nc1nnc(SCc2c(Cl)cccc2Cl)s1)c1cccc([N+](=O)[O-])c1	-3	-10	1	i	i	i	i	-1	i	i	-2
CS(=O)(=O)N(CCc1ccccc1)CC(=O)NCc1ccco1	-6	-1	-6	i	i	i	i	-1	i	i	6
Cc1ccc2[nH]c(CNC(=O)c3ccc(F)cc3)cc2c1	x	-4	-3	i	i	i	i	-3	i	i	-2
CCOc1ccc(N2C(=O)CC(NCCNc3ccc([N+](=O)[O-])cn3)C2=O)cc1 (stereo unspecified)	-2	-10	5	i	i	i	i	0	i	i	5
Nc1nc(CSc2nc3ccccc3s2)nc(N2CCCCC2)n1	6	-3	0	i	i	i	i	x	i	i	-2
Cc1ccnc(NC(=O)CCC(=O)N(CC(=O)NC2CCCCC2)C2CCCC2)c1	0	-10	-5	i	i	i	i	16	i	i	-7
C=C(C)COc1ccc2c(C)c(C)c(=O)oc2c1OCC(=C)C	10	-1	-1	i	i	i	i	0	i	i	-1
c1ccc(CNc2ncnc3c2cnn3-c2ccccc2)cc1	8	-10	1	i	i	i	i	0	i	i	0
CC(C)Sc1nc2ccccc2n1CC(=O)O	-2	-8	-4	i	i	i	i	1	i	i	1
COc1ccc2oc(C(=O)OCc3nnc(-c4ccccc4)o3)c(C)c2c1	x	-6	-11	i	i	i	i	-3	i	i	-1
COc1ccc(/C=C2/SC(=S)N(CCCC(=O)Nc3cccc(O)c3)C2=O)cc1	-5	-16	8	i	i	i	i	-1	i	i	-6
